From PubChem BioAssay
D1 antag – blocks dopamine activation of the human D1 receptor; activity change, negative = inhibition, % at 10 µM; P21728; HEK293 TREx D1 cells, calcium flux, dopamine EC80; hits give low values; 360,000 tested, 3.2% active; AID 504652; in the data active means activity change below about -30%; further: on the % scale 0 is the no-effect control and ±100 the full control effect
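Cells carrying a force-coupled, tetracycline-inducible human D1 receptor report calcium flux. Each well gets a 10 s baseline, compound with 180 s monitoring, then an EC80 dopamine stimulus with a second 180 s kinetic read.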
D2 PAM – positively modulates the human D2 dopamine receptor allosterically; P14416; HEK293 T-REx D2, calcium flux, EC20 dopamine potentiation; potentiation, % at 10 µM; 340,000 tested, 0.34% active;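 active means potentiation over 3 SD above the plate norm, cut at about 30% in these data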; further: 0% is about no effect
Target sequence (P14416 whole entry, looked up): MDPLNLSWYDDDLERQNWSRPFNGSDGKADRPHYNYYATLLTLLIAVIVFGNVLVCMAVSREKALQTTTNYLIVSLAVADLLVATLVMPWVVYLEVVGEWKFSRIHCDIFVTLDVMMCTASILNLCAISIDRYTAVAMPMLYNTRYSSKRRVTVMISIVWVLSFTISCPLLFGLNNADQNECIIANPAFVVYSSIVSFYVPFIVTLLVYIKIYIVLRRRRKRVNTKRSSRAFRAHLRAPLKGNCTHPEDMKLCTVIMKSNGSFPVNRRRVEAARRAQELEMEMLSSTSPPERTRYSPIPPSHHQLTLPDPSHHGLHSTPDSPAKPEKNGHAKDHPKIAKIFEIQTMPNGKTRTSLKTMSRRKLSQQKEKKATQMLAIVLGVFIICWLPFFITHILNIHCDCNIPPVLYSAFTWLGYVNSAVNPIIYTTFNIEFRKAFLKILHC
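Potentiation of an EC20 dopamine calcium response is measured in a force-coupled, tetracycline-inducible Hek293 Trex D2 line. Compound-only kinetic reads over 180 s flag agonists before dopamine addition.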
D1 PAM – potentiators of human D1 dopamine receptor | 360,000 tested, 0.036% active | potentiation, % at 10 µM | HEK293 TREx D1 cells, calcium flux, dopamine EC20 potentiation; in the data active means potentiation above about 30%; further: 0% is about no effect
D1 ag – activates the human D1 dopamine receptor | P21728 | HEK293 T-REx D1 cells, calcium flux, agonist mode | activation, % at 2 µM | 360,000 tested, 1% active | AID 504660; in the data active means activation above about 30%; further: 0% is about no effect
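Tetracycline-induced HEK293 TREx D1 cells, force-coupled to calcium signalling, were dye-loaded with a no-wash calcium kit. Compound was pin-added after a 10 s baseline. Fluorescence was read kinetically at 1 cycle/s for 180 s, with calcium rises flagged as agonism.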
D2 antagonist – D2 dopamine receptor (human) antagonism. 340,000 tested, 2% active. AID 485344. HEK293 TREx D2 cells, calcium flux, dopamine EC80. P14416. inhibition, % at 10 µM; in the data active means inhibition above about 30%; further: 0% is about no effect
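Tetracycline-induced HEK293 T-REx cells expressing D2 force-coupled to calcium signalling were dye-loaded, exposed to compound for 180 s, then challenged with an EC80 of dopamine; calcium flux was followed kinetically for a further 180 s.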
RXFP1 antagonist – blocks the human relaxin receptor RXFP1; HEK293-RXFP1, relaxin-stimulated cAMP HTRF, 30 min; hits give low values; Q9HBX9; AID 1259400; 350,000 tested, 0.59% active; activity change, negative = inhibition, % at 57.5 µM;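 active means activity change of -60% or lower, but not beyond a set lower limit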; further: on the % scale 0 is the no-effect control and ±100 the full control effect
RXFP1 ag – RXFP1 (human) receptor agonism; Potency, µM (titrated, usually from 57.5 µM), for inactives: at the highest dose activation, most hits filed as activators; HEK293T-RXFP1 cAMP TR-FRET, 30 min; response scale: percent of porcine relaxin response, buffer zero; AID 2676; 370,000 tested, 0.3% active; active means well fitted activation curve with a large enough effect; further: potency means the concentration at half of the fitted maximal effect; on the % scale 0 is the no-effect control and ±100 the full control effect; nearly all actives have a fitted effect of over 60% in size; many of its hits are not listed in these tables
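cAMP rise read by TR-FRET after 30 min, 37C compound exposure (up to 58 uM) in RXFP1-transfected HEK293 cells with Ro 20174 present. EC50 from Hill-equation fits, with 29 nM porcine relaxin as 100% and buffer as basal.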
D2 agonist – activates the human D2 dopamine receptor; P14416; HEK293 T-REx D2 cells, calcium flux agonist mode; activation, % at 2 µM; 340,000 tested, 0.53% active;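 active means activation over 3 SD above normal in the single-dose calcium agonist read, cut at about 30% in these data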; further: 0% is about no effect
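Calcium-flux readout, 1 cycle/sec over 180 s following compound pin transfer, in inducible HEK293 Trex D2 cells (force-coupled); dopamine controls included. Positive calcium responses during this window marked compounds as potential agonists.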
TRHR PAM – TRH receptor (human) allosteric enhancement. P34981. 360,000 tested, 0.66% active. enhancement, % at 2 µM. TRHR cells, fluo-8 calcium fluorescence, EC20 TRH enhancement; in the data active means enhancement above about 30%; further: 0% is about no effect
Target sequence (P34981 whole entry, looked up): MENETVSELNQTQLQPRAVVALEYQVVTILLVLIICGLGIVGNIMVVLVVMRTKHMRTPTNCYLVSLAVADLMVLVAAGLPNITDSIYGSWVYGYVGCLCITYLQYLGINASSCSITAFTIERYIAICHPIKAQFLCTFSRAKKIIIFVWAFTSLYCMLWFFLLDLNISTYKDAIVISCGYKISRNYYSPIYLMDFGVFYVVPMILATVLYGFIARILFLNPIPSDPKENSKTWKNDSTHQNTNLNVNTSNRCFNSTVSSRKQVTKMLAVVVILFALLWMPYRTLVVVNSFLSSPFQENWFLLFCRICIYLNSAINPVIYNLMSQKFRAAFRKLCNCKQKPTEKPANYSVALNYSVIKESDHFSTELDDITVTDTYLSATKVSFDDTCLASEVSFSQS
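TRHR-expressing cells loaded with fluo-8 calcium dye were read kinetically (ex 480/em 530) during compound addition, then stimulated with an EC20 of TRH (10 nM final). Enhancement of the Gq-mediated intracellular calcium response was scored.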
Starred values were filed as active, the others as inactive; . = not tested or not shown. An excerpt. The share of hits here may be higher or lower than overall.

structure | D1 antag | D2 PAM | D1 PAM | D1 ag | D2 antagonist | RXFP1 antagonist | RXFP1 ag | D2 agonist | TRHR PAM
O=C(NCc1ccc(F)cc1)c1ccc(CS(=O)Cc2ccccc2Cl)o1 (stereo not drawn) | -19 | 8 | -5 | 4 | 6 | -7 | 1.1% | -0.6 | 21
COc1ccc(-c2nn(-c3ccccc3)cc2C(=O)NC(=S)NNC(=O)c2ccncc2)cc1 | 9 | 15 | 5 | 1 | 13 | 5 | -0.7% | 0.8 | 0
CSCCC(NC(=O)c1ccco1)C(=O)N1CC(C)OC(C)C1 (stereo not drawn) | -1 | 8 | -1 | 1 | -12 | 0 | 1.7% | 0.9 | 15
COc1ccc2nc(N3CCN(C(=O)C4CC4)CC3)sc2c1 | . | 16 | -2 | -3 | . | -12 | -0.4% | 1.8 | -4
O=C(NNS(=O)(=O)c1ccc(F)cc1)C1CCN(S(=O)(=O)c2ccccc2)CC1 | 14 | . | -1 | 2 | . | 3 | -1.1% | . | -4
Cc1ccc(CC2CC(=O)N(c3nc4ccccc4n3C)C2=O)cc1 (stereo not drawn) | 2 | 8 | -1 | -1 | -8 | 2 | -0.7% | -1.1 | 4
COc1ccc(OCCCC(=O)Nc2ccc3c(c2)OCO3)cc1 | -4 | 1 | 3 | 1 | -1 | 2 | 1.6% | 0.2 | 2
COc1ccc(/C=N/NC(=O)c2cccnc2)c(C(=O)O)c1OC | -4 | 0 | -2 | 3 | -18 | 3 | 0.2% | 0.4 | 15
O=C(N/N=C1/CCCc2ccccc21)c1cc([N+](=O)[O-])cc([N+](=O)[O-])c1 | -12 | 15 | -7 | 0 | -13 | . | 2.5% | 2.0 | -3
CCC1(c2ccccc2)C(=O)N(C(=O)OC(C)(C)C)N1C(=O)OC(C)(C)C (stereo not drawn) | -7 | -3 | -4 | 2 | -6 | . | 1.7% | 0.8 | 1
CN(CC(=O)Nc1ccc(F)c(F)c1F)C(=O)CC1OC(=O)c2ccccc21 (stereo not drawn) | 10 | . | 1 | 0 | . | -5 | 0.5% | . | 1
Cc1ccc(O)c(C2=NCCNC(C(F)(F)F)=C2)c1 | -9 | 2 | 0 | -1 | 4 | -1 | -1.4% | 0.5 | 2
CCOc1cc(C2C(C(=O)OCC(C)C)=C(C)N=C3SCCC(=O)N32)ccc1OC(C)=O (stereo not drawn) | 4 | 8 | -2 | 5 | -2 | 2 | 0.3% | 0.0 | 6
COC(=O)C1CCCN1C(=O)COc1ccc(Cl)cc1Br (stereo not drawn) | -5 | -1 | -6 | 2 | -13 | 9 | 0.4% | 0.5 | -15
Cc1ccc(CS(=O)(=O)Cc2ccc(C(=O)NCc3cccs3)o2)cc1 | -11 | . | 1 | 2 | 1 | 15 | 0.3% | -0.4 | -2
O=C1/C(=C/c2cccc(F)c2)SC(=S)N1NS(=O)(=O)c1ccccc1 | -13 | 10 | 13 | 4 | -13 | -10 | 0.2% | 0.0 | 3
Cc1ccc(S(=O)(=O)NCC(=O)OCC(=O)N(C)C2CCS(=O)(=O)C2)cc1 (stereo not drawn) | 9 | 3 | 1 | 5 | 9 | -3 | 0.9% | 0.0 | 11
CCC(C(=O)Nc1ccc2c(c1)OCCO2)c1ccccc1 (stereo not drawn) | 23 | 4 | -1 | 12 | 13 | 2 | 0.3% | 0.5 | 15
CCOC(=O)C1CCCN(c2c(NCCC(C)C)c(=O)c2=O)C1 (stereo not drawn) | 3 | -4 | 5 | 0 | -1 | -4 | 3.0% | -0.4 | 0
COC(=O)c1sc(NC(=O)c2ccco2)nc1C | -2 | 10 | 1 | 6 | -7 | 4 | 2.7% | -1.3 | 5
O=C(CCn1c(=O)oc2ccc(Cl)cc21)N1CCN(Cc2ccccc2)CC1 | -8 | 5 | -5 | 2 | 4 | 1 | 2.6% | -0.1 | 0
COc1ccc(N2C(=O)CCC(C(=O)c3ccccc3)=C2C)cc1 | 1 | 0 | -7 | 4 | -4 | 1 | -0.6% | -1.3 | -3
C=CCSc1nnc2n(-c3ccccc3OC)c(=O)c3c4c(sc3n12)CCC4 | 19 | -6 | 1 | 1 | -16 | -3 | 1.3% | -3.2 | 16
CCn1c(SCC(=O)Nc2ccccc2)nc2c1c(=O)n(C)c(=O)n2C | -18 | -5 | -1 | 1 | -14 | 3 | 11% | -0.1 | 8
CN(C(=O)c1ccc(NC(=O)Cc2ccc(NC(=O)C3CCCN(C(=O)C4CC4)C3)cc2)cc1)C1CC1 (stereo not drawn) | 13 | 21 | -3 | -1 | 1 | . | 1.0% | -0.2 | -7
CCn1c(CN2CCOCC2)nc2cc(NC(=O)c3cc(OC)c(OC)c(OC)c3)ccc21 | -2 | -26 | 0 | -2 | . | -1 | -0.8% | . | 1
Cc1ccc(-c2cc(N)nc(-c3ccccc3)c2)cc1 | 2 | -14 | -5 | -1 | 17 | -27 | -0.2% | 0.2 | -8
O=C(C1=NN[C@@H]2C(=O)N(c3cccc(F)c3)C(=O)[C@H]12)c1cnccn1 | -3 | 6 | 2 | 4 | -9 | 5 | 4.2% | -0.2 | 9
CCCC(=O)Nc1nn(CCC)c2nc3ccccc3cc12 | -16 | 8 | -9 | 1 | 17 | 5 | -0.6% | 0.9 | 6
CC(c1ccc(F)cc1)n1cc(S(=O)(=O)N2CCCC2)ccc1=O (stereo not drawn) | -16 | 6 | -2 | 1 | -14 | -1 | 0.1% | 0.2 | -7
CN1CCN(S(=O)(=O)c2ccc(NC(=O)c3cccs3)cc2)CC1 | 5 | -10 | -3 | 1 | 6 | 0 | 1.9% | -1.2 | 2
CNC(=O)c1ccc(Nc2nnc(-c3ccc(C)c(S(N)(=O)=O)c3)c3ccccc23)cc1 | 5 | 15 | -5 | 2 | -18 | 8 | 2.0% | -0.9 | -2
COc1ccc(C(=O)NCCSc2ccccc2C)cc1 | -10 | -9 | -5 | 1 | 0 | -2 | 0.2% | 0.6 | -9
O=C(CSCc1ccccc1Cl)Nc1ccc(C(=O)O)cc1 | -1 | 9 | -21 | 0 | -5 | -12 | -0.1% | 0.7 | 3
Cc1onc(-c2ccccc2)c1C(=O)Nc1ncc([N+](=O)[O-])s1 | -32* | 4 | -8 | 43* | 18 | -15 | -0.7% | 12 | -4
CCOc1ccccc1NC(=O)CN1C(=O)COc2ccccc21 | 3 | 0 | 4 | 4 | 5 | 7 | 2.7% | -2.1 | 0
O=C1CCc2cc(S(=O)(=O)Nc3ccccc3F)ccc2N1 | -42* | 18 | 4 | 2 | -16 | 8 | 4.8% | -0.7 | -5
CCOc1cc(NC(=O)c2cccs2)c(OCC)cc1NC(=O)c1cccnc1 | -2 | 10 | -4 | 1 | -6 | 4 | 8.5% | 0.6 | -1
C=CCNC(=S)Nc1ccccc1-c1nnc2n1CCCCC2 | 3 | 2 | -3 | 0 | 0 | -4 | 2.3% | 0.8 | -2
O=C(CSCc1ccc(Br)cc1)Nc1ccc(S(=O)(=O)N2CCOCC2)cc1 | -1 | -1 | -6 | 12 | -10 | -6 | 2.6% | 0.3 | -3
CN(C)CCSc1nc(-c2ccccc2)nc2c1CCC2 | 5 | -18 | -4 | 3 | -13 | 6 | 0.3% | -1.8 | -14
CCOc1cc(CNc2ccc(S(N)(=O)=O)cc2)ccc1OCC(=O)NC(C)(C)C | . | 6 | 0 | 0 | -5 | -3 | 1.6% | -0.4 | 2
CCOc1ccccc1C(=O)N(Cc1ccc(C)o1)C1CCS(=O)(=O)C1 (stereo not drawn) | -10 | -9 | -6 | 2 | 4 | 13 | 1.0% | -0.5 | -3
Fc1ccc(CNC(=S)Nc2ccccc2Cl)cc1 | 2 | -1 | -1 | 1 | 18 | -7 | 5.7% | -1.0 | 0
O=C(O)CC(c1cccc([N+](=O)[O-])c1)N1Cc2ccccc2C1=O (stereo not drawn) | 3 | -1 | -3 | 2 | -13 | 15 | 21% | -0.1 | -2
CC(=O)Nc1ccc(NC(=O)COc2ccc(S(=O)(=O)NC(C)c3ccccc3)cc2)cc1 (stereo not drawn) | . | 1 | -2 | -2 | -16 | -17 | 1.3% | 0.0 | 7
COc1ccc(/C=C/C(=O)N(C)C2(C)CCS(=O)(=O)C2)cc1 (stereo not drawn) | 5 | 0 | 0 | 0 | -2 | 18 | -0.1% | 0.5 | -10
Cc1c(NC(=S)N2CCN(c3ccc(F)cc3)CC2)c(=O)n(-c2ccccc2)n1C | -16 | -10 | -4 | 1 | . | -4 | 2.6% | . | -1
O=S(=O)(NCCSCc1c(Cl)cccc1Cl)c1ccc2c(c1)OCCO2 | -12 | 16 | -3 | 13 | 15 | -14 | -0.8% | 0.4 | -1
CCn1c(SCc2ccccc2F)nc(=O)c2c(C(=O)OC)cc(C3CC3)nc21 | 30 | 15 | 4 | 2 | . | -102* | -0.1% | . | 0
Cc1cc(=O)[nH]c(SCC(=O)Nc2nnc(CC(C)C)s2)n1 | 4 | -6 | -5 | 2 | -7 | -9 | 0.4% | -0.1 | 1
CCn1cc(C(=O)OCc2ccc(F)cc2)c(=O)c2ccc(C)nc21 | 0 | 35* | 5 | -2 | -18 | -19 | -1.1% | -1.0 | 2
COc1ccc2c([N+](=O)[O-])c(Cl)[nH]c2c1 | 11 | -2 | -2 | 0 | -32 | -5 | -0.6% | 0.2 | -2
CCSc1nnc(NC(=O)CSc2nc3c(c(=O)n2CCOC)SC(C)C3)s1 (stereo not drawn) | -24 | -4 | -8 | 1 | -11 | 3 | 0.0% | 0.3 | -8
CCOc1ccc2cc(S(=O)(=O)N3CCOCC3)ccc2c1 | -11 | 1 | -4 | 1 | 1 | -2 | 3.4% | -1.0 | 0
COc1ccc(-n2cnc3cc(NCc4cccs4)ccc32)cc1 | 3 | -2 | -2 | 3 | 15 | 2 | 0.5% | 1.2 | 7

Some of these compounds in order of length of the SMILES, ascending:
structure | D1 antag | D2 PAM | D1 PAM | D1 ag | D2 antagonist | RXFP1 antagonist | RXFP1 ag | D2 agonist | TRHR PAM
O=C1CCc2cc(S(=O)(=O)Nc3ccccc3F)ccc2N1 | -42* | 18 | 4 | 2 | -16 | 8 | 4.8% | -0.7 | -5
CN1CCN(S(=O)(=O)c2ccc(NC(=O)c3cccs3)cc2)CC1 | 5 | -10 | -3 | 1 | 6 | 0 | 1.9% | -1.2 | 2
COc1ccc(/C=C/C(=O)N(C)C2(C)CCS(=O)(=O)C2)cc1 (stereo not drawn) | 5 | 0 | 0 | 0 | -2 | 18 | -0.1% | 0.5 | -10
